# Compound activity (PubChem)
# AmpC inh no detg – inhibitors of E. coli AmpC beta-lactamase without detergent; 330,000 compounds, 0.52% hits; P00811; Potency, µM (highest dose often 57.1 µM), for the others: top-dose activity change, negative = inhibition, most hits filed as inhibitors; AmpC nitrocefin hydrolysis, absorbance 480 nm, 0.0001% Triton;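 also: potency is read from the fitted curve at half-maximal effect; plate controls were no compound for no effect and no enzyme for full effect; nearly all actives have a fitted effect of over 20% in size; some results filed as inactive show a strong effect at the top dose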
# Target sequence (P00811 whole entry, looked up): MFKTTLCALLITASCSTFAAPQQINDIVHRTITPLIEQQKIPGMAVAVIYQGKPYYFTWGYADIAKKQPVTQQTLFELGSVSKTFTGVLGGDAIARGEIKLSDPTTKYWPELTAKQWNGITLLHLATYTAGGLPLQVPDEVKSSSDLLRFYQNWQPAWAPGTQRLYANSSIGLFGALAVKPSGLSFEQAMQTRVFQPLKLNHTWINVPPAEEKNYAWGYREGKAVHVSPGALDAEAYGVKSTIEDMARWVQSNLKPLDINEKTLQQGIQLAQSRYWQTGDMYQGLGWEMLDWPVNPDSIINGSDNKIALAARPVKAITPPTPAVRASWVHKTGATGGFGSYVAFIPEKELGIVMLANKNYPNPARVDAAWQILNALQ
#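 20 mM phosphate pH 7.0 + 0.01% (detergent screen) or 0.0001% Triton X-100; 5.3 nM AmpC reagent; cpd preinc 15 min RT; nitrocefin (800 uM stock) to start; A480 q20 s × 4 min; Activity was normalised to no-enzyme and no-compound control wells.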
# HCMV inh – blocks human cytomegalovirus replication. HFF cells, HCMV-luciferase reporter, 72 h; stronger effect = lower value. activity change, negative = inhibition, % at 57.5 µM. 410,000 compounds, 4.5% hits; in the data active = activity change below about -60%; inconclusive = no clear call, values can overlap the other calls; inactive = above about -39%
#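 Steps: HFFs plated, 16 h 37C; compounds added; HCMV-luciferase added to MOI 1 PFU/cell; 72 h 37C; OneGlo reagent, 5 min room temperature; luminescence read, normalized to controls.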
# Giardia FBPA inh – blocks Giardia fructose-bisphosphate aldolase activity. purified Giardia FBPA. Potency, µM (highest dose often 59.6 µM), for inactives: at the highest dose activity, negative = inhibition, actives largely listed as inhibitors. AID 2451. 290,000 compounds, 0.71% hits; also: potency is read from the fitted curve at half-maximal effect; nearly all actives have a fitted effect of over 55% in size
# Target sequence (A8B2U2 whole entry, looked up): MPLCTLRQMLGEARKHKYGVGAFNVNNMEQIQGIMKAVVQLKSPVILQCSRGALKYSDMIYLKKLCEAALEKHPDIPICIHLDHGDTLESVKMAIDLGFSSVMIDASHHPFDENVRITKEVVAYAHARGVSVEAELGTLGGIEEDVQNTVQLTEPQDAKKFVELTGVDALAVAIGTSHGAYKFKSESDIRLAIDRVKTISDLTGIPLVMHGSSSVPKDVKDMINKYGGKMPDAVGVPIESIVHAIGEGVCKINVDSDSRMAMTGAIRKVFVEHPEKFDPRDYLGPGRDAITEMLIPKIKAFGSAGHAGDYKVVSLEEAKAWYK
#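 Giardia FBPA (40 nM reagent) was preincubated 10 min at RT with compound (up to 57.5 uM final), then substrate plus GAPDH/TPI/NAD/arsenate coupling system with diaphorase/resazurin was added; resorufin fluorescence (525/598 nm) was read after 20 min.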
# Sm TGR inh – S. mansoni TGR enzyme inhibition | 360,000 compounds, 3% hits | AID 485364 | purified TGR, DTNB reduction, TNB absorbance 405 nm | Q962Y6 | Potency, µM (series often up to 114 µM), inactives show at the highest dose activity change, negative = inhibition, hits mostly inhibitors; also: potency is read from the fitted curve at half-maximal effect; nearly all actives have a fitted effect of over 60% in size
#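 Kinetic colorimetric format: TGR-catalysed, NADPH-driven DTNB reduction monitored via TNB absorbance. Enzyme dispensed at 20 nM; compound exposure 15 min at room temperature before reaction start.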
# AmpC detergent – inhibitors of E. coli AmpC beta-lactamase with detergent. P00811. AmpC hydrolysis of nitrocefin, absorbance 480 nm, 0.01% Triton. Potency, µM (highest dose often 114 µM), without a hit: at the highest dose activity change, negative = inhibition, most hits filed as inhibitors. 370,000 compounds, 0.041% hits. AID 485294;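 also: potency is read from the fitted curve at half-maximal effect; 0% = no-compound wells and -100% = no-enzyme wells; nearly all actives have a fitted effect of over 25% in size; some results filed as inactive show a strong effect at the top dose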
#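 20 mM phosphate pH 7.0 + 0.01% (detergent screen) or 0.0001% Triton X-100; 5.3 nM AmpC reagent; cpd preinc 15 min RT; nitrocefin (800 uM stock) to start; A480 q20 s × 4 min; Activity was normalised to no-enzyme and no-compound control wells.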
# AMA1 RON2 block – AMA1-RON2 (P. falciparum) interaction inhibition. AlphaScreen AMA1-biotinylated RON2 peptide binding. Potency, µM (titrated, usually from 58.2 µM), for the others: at the highest dose activity change, negative = inhibition, actives largely listed as inhibitors. 360,000 compounds, 0.2% hits. AID 720542;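 also: potency is read from the fitted curve at half-maximal effect; 0% = vehicle wells and -100% = peptide control; nearly all actives have a fitted effect of over 45% in size; some results filed as inactive show a strong effect at the top dose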
#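 AMA1 (3D7) with his tag at 25 nM final met compounds first, then biotinylated RON2 peptide at 25 nM; detection used donor plus acceptor beads, 10 µg/mL apiece, read by AlphaScreen after 30 min at room temperature.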
# Starred values were filed as active, the others as inactive; ? = inconclusive; . = no result given; & = joins results of further samples; [ ] = another dose, or the depositor's remark. Unless noted, calls follow the shape of the dose curve; as a rule, active = well fitted curve in the direction sought with a large enough effect; inconclusive = small, poorly fitted or top-dose-only effect, or another doubt; inactive = no such curve, though single readings can be large; an effect the other way counts as inactive or inconclusive. Unless noted, % is scaled to controls: 0 for no effect and ±100 for the full control effect.
SMILES	Sm TGR inh	Giardia FBPA inh	HCMV inh	AMA1 RON2 block	AmpC detergent	AmpC inh no detg
CC(=O)NC(c1ccco1)c1cc(F)c2cccnc2c1O (centres undefined)	?	.	-67*	.	9%&0%	-4%&-16%
CN(C)c1ccc(Nc2nc(-c3cccnc3)cs2)cc1	-21%[11.4 µM]	-5%	0	?	?	-28%
CCOC(=O)c1ccc2c(c1)nc(SCC(=O)c1cc3ccccc3o1)n2CC	6%	-5%	67	11%	5%	-39%
O=S(=O)(c1ccc(Br)cc1)N1CCN=C1SCc1cccnc1	-3%	-16%	-69*	4%	7%	-4%
CCOc1ccc(N2C(N)=NC(N)=NC2(C)C)cc1	-2%	-10%	-68*	1%	?	-13%
N#Cc1cc(C(=O)c2cc(Br)ccc2O)cn(C2CCCCC2)c1=O	-35%	9%	-39	-5%	-9%	-47%
Cc1cc(C)cc(OCC(=O)OCC(=O)Nc2c(C)n(C)n(-c3ccccc3)c2=O)c1	11%	9%	16	30%[activator]	-5%	152%[activator]
CC1(C)CC(=O)C=C(NCc2cccs2)C1	-6%	3%	-37	-14%	?	-16%
CCOc1ccc(NC(=O)NC(=O)N(C)S(=O)(=O)c2ccc(C)cc2)cc1	-1%	-8%	-32	10%	2%	-18%
CCOc1ccc(OCC)c(NC(=O)CN2CCN(CC(=O)NC(C)C)CC2)c1	-2%	32µM*	3	-12%	-9%	16%
N#Cc1c(-c2ccccc2Cl)cc(-c2ccccc2)nc1Br	-7%	-5%	16	2%	-8%	-18%
COP(=O)(OC)C(NC(C)=O)C(Cl)(Cl)Cl (centres undefined)	2%	1%	-19	?	3%	-4%
CC(C)(C)n1nnnc1CN(Cc1cccnc1)Cc1ccccc1Cl	-20%	0%	-37	-11%	-12%	56%
CC(=O)CCc1ccc(OCCCCn2cncn2)cc1	-3%	-5%	-16	-16%	0%	-22%
COc1ccccc1N1CCN(C(=O)c2cc(S(=O)(=O)N3CCOCC3)ccc2C)CC1	-11%	.	.	6%	-11%	169%[activator]
O=S(=O)(c1ccc(F)cc1)N1CCC2(CC1)OCCO2	3%	3%	16	-1%	5%	-18%
COc1ccc(NC2CCCN(C(=O)CN3C(=O)c4ccccc4C3=O)C2)cc1OC (centres undefined)	-35%	.	-18	3%	2%	2%
COC(=O)c1cc(NC(=O)c2cc(-c3ccc(C(F)(F)F)cc3)oc2C(F)(F)F)ccc1N1CCOCC1	-1%	-13%	-94*	-22%	3%	3%
O=S(=O)(NCCN1CCOCC1)c1ccc2ccccc2c1	.	.	0	8%	.	-6%
Cc1ccc(OCCOc2ccc(S(=O)(=O)N3CCCC3)cc2C(N)=O)cc1	-4%	.	-17	13%	1%	-16%
CCC(=O)N1CCc2cc(Br)cc(S(=O)(=O)N3CCC(C(=O)Nc4cccc(C)c4)CC3)c21	0%	.	-15	.	4%	.
CCOc1cc(N2CCOCC2)c(OCC)cc1NC(=O)COc1ccccc1[N+](=O)[O-]	9%	0%	8	-6%	6%	4%
CC(Oc1cc(-c2ccccc2)cc2ccccc12)C(=O)N1CCOCC1 (centres undefined)	-7%	-12%	-13	-9%	-10%	195%[activator]
O=C(NC1CCCCC1)C(c1ccccc1)N1CCC2(CC1)OCCO2 (centres undefined)	4%	6%	-3	-11%	-8%	-22%
CCOC(=O)C(=NC1CCCCC1)NNc1cccc(C(F)(F)F)c1	1%	-4%	-28	-26%	2%	-15%
O=C(Cn1c(C(F)(F)F)nc2ccccc21)N1CCCC1	0%	3%	14	8%	2%	-21%
O=C1CCCN2N=C(SCC(=O)Nc3nc4ccccc4s3)SC2=N1	1%	7%	78	-5%	1%	-37%
Cc1ccc(N2C(=O)c3ccccc3C2O)nc1 (centres undefined)	-5%	2%	.	.	-9%	-17%
O=C(NCCCN1CCOCC1)c1cc(-c2cccc(O)c2)on1	-3%	-11%	29	0%	-8%	-21%
CC(=O)NCC(=O)NC(C(=O)Nc1ccc2c(c1)OCCO2)c1ccccc1 (centres undefined)	-1%	2%	7	1%	-3%	-6%
O=C(c1ccc(S(=O)(=O)N2CCCCC2)cc1)N1CCN(CCN2C(=O)c3cccc4cccc(c34)C2=O)CC1	12%	0%	?	5%	7%	73%[activator]
C=CCc1cccc(/C=N/NC(=O)c2ccc3nc[nH]c3c2)c1O	7%	.	-101*	138%[activator]	-4%	1%
Cc1cc(-c2cc(-c3ccccc3)on2)nc(NC2CCCC2)n1	15%	2%	?	12%	-10%	-2%
Cc1cccnc1CC(C)NC(=O)c1cc(COc2cncc(Cl)c2)on1 (centres undefined)	3%	.	27	15%	-1%	23%
c1ccc(-c2nnc(-c3ccncc3)o2)cc1	6%	7%	133	12%	-3%	-10%
COc1ccc(OCc2nnnn2-c2ccccc2)cc1	1%	-1%	-38	2%	-4%	?
C=C1CCN(c2ccc(C(=O)NCc3ccccc3)cc2[N+](=O)[O-])CC1	-6%	-6%	-37	-18%	-10%	?
O=C1COc2ccc(S(=O)(=O)CCC(=O)N3CCN(c4cccc(Cl)c4)CC3)cc2N1	-13%	8%	-35	0%	-5%	15%
COc1ccc(CNC(=S)N/N=C(/C)c2ccccc2)cc1	14%	-3%	-2	14%	1%	-52%
Cc1cc(C)nc(SCC(=O)Nc2ncc3c(n2)CCCC3=O)n1	-2%	-2%	29	-7%	0%	-36%
CC(C)NC(=O)C1CCN(S(=O)(=O)c2ccc(N3CCCC3=O)cc2)CC1	1%	.	0	9%	4%	1%
COc1ccc(CCC(=O)NNC(=O)c2ccc(F)cc2)cc1	5%	10%	-5	61%[activator]	?	-5%
Cc1cccc(Cn2c(O)c(N=NC(=S)Nc3ccccc3F)c3ccccc32)c1	0%	-2%	-37	17%	-1%	-30%
c1ccc(C(c2ccccn2)c2ccccn2)cc1	6%	8%	-27	19%	-7%	-5%
C/C(=N\O)C(=O)NCCCNCCCN(C)C	0%	-9%	-10	61%[activator]	-8%	.
CC(C)C(=O)Nc1nnc(CCN(CCc2nnc(NC(=O)C(C)C)s2)[N+](=O)[O-])s1	10%	7%	37	8%	-1%	2%
O=C(CSc1nncs1)NCCNC(=O)CSc1nncs1	?	.	-21	1%	1%	-12%
COc1cccc2sc(=NC(=O)CS(=O)(=O)c3ccc(Cl)cc3)n(C)c12	-6%	.	?	1%	-9%	-40%
Cc1ccc(/C=N/NC(=O)Cc2cccn2C)cc1	?	1%	39	6%	3%	-26%
COc1ccc(CCNC(=O)c2cc(-c3ccc(C)c(C)c3)nc3ccccc23)cc1OC	-2%	.	31	.	3%	.

# Fetched by compound from the list above:
SMILES	Sm TGR inh	Giardia FBPA inh	HCMV inh	AMA1 RON2 block	AmpC detergent	AmpC inh no detg
Cc1cccnc1CC(C)NC(=O)c1cc(COc2cncc(Cl)c2)on1 (centres undefined)	3%	.	27	15%	-1%	23%
Cc1ccc(/C=N/NC(=O)Cc2cccn2C)cc1	?	1%	39	6%	3%	-26%
O=C(Cn1c(C(F)(F)F)nc2ccccc21)N1CCCC1	0%	3%	14	8%	2%	-21%
CC(C)NC(=O)C1CCN(S(=O)(=O)c2ccc(N3CCCC3=O)cc2)CC1	1%	.	0	9%	4%	1%

# (next part)
SMILES	Sm TGR inh	Giardia FBPA inh	HCMV inh	AMA1 RON2 block	AmpC detergent	AmpC inh no detg
Cc1noc(C)c1S(=O)(=O)N1CCCC(C(=O)N2CCC(C)CC2)C1 (centres undefined)	3%	9%	3	2%	-4%	26%
CCOc1ccc(-c2nnn(CC(=O)NCCc3c[nH]c4ccccc34)n2)cc1	2%	1%	-18	-4%	2%	-55%
CN1CCN(c2ccc([N+](=O)[O-])c(N)c2)CC1	-22%	-1%	23	2%	-26%	-8%
COc1ccccc1/C=C\C=N\NC(=O)c1ccco1	-7%	-12%	-8	26%	?	-27%
CCCS(=O)(=O)N1CCC(C(=O)c2cccc(C(F)(F)F)c2)CC1	0%	5%	-12	1%	-6%	12%
COc1ccc(C2C3=C(CC(C)(C)CC3=O)Oc3ncn(CC(C)C)c(=N)c32)cc1 (centres undefined)	11%	0%	-19	-6%	3%	135%[activator]
COc1ccc(S(=O)(=O)N(C)C[C@H]2Oc3c(NS(=O)(=O)c4cn(C)cn4)cccc3C(=O)N([C@H](C)CO)C[C@@H]2C)cc1	.	.	-18	1%	.	102%[activator]
O=C(CNc1cccc(S(=O)(=O)N2CCOCC2)c1)Nc1ccc(C(F)(F)F)cc1	7%	.	-11	0%	?	-22%
N#Cc1ccccc1NC(=O)CSc1nnc(-c2ccc(F)cc2)n1-c1ccccc1	16%	1%	-40	-6%	?	-13%
COc1cc(NC(=O)CN2C(=O)NC(c3ccccc3)(c3ccccc3)C2=O)c(C)cc1[N+](=O)[O-]	-6%	-3%	-9	-5%	?	-15%
CCCNC(=O)N1CCC(Cc2ccccc2)CC1	5%	7%	19	-14%	2%	-6%
Cc1cc(C)nc(SCc2nnc(SCc3ccc([N+](=O)[O-])cc3)n2Cc2ccco2)n1	-25%	0%	-18	1%	?	75%[activator]
O=c1oc(-c2cccnc2)nc2ccccc12	9%	9%	21	-6%	?	-8%
CN1CCN(c2ccccc2NC(=O)Cc2ccc(Cl)cc2)CC1	2%	-3%	37	9%	?	-3%
COc1ccc(C(CCNCc2ccc(N(C)C)cc2)c2ccccc2)cc1 (centres undefined)	-17%	8%	6	20µM*	-2%	1%
CCC(Sc1nc(N)c(NC(=O)c2ccc(OC)cc2)c(=O)[nH]1)C(=O)O (centres undefined)	12%	8%	-10	7%	-2%	-2%
COC(=O)Cc1c(O)ccn(Cc2ccc(F)cc2)c1=O	0%	3%	32	-3%	?	-15%
O=C(Oc1cc2oc(=O)c3c(c2cc1Cl)CCCC3)c1ccco1	-2%	1%	-21	-26%	-2%	-20%
Cc1ccc(/C=C/C(=O)c2ccc(C)cc2)cc1	3%	-10%	17	1%	-1%	-23%
Cc1ccc(S(=O)(=O)Nc2c(C)n(C)n(-c3ccccc3)c2=O)cc1C(=O)OC(C)C(=O)N(C)c1ccccc1 (centres undefined)	0%	5%	?	-6%	?	130%[activator]
CC(=O)N1CCCc2cc(S(=O)(=O)Nc3ccc(C)c(F)c3)ccc21	7%	.	-6	.	-4%	.
CCOC(=O)C1=C(C)N(C[C@@H]2CC[C@@H](Cc3ccc4cc(OC)ccc4c3)O2)C(=O)NC1c1ccc(OC)cc1 (some centres undefined)	.	.	-33	-17%	.	-17%
O=C(Nc1ccc(Cl)cc1)Nc1ccccc1C(=O)NCc1ccco1	3%	1%	-32	-5%	-4%	-24%
